D2 ag: HTS Assay for Allosteric Agonists of the Human D2 Dopamine Receptor: Primary Screen for Agonists; HEK293 T-REx D2 cells, calcium flux agonist mode; activation, % at 2 µM; AID 485358, 2010; D(2) dopamine receptor (Homo sapiens), P14416; 340,000 tested, 0.53% active;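 active = activation over 3 SD above normal in the single-dose calcium agonist read, cut at about 30% in these data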; also: 0% is about no effect
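In this primary screen, compounds producing a positive calcium signal within 180 s of addition to tetracycline-induced, force-coupled HEK293 Trex D2 cells are flagged; cells are dye-loaded with a no-wash calcium kit beforehand.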
D1 ag: Allosteric Agonists of the Human D1 Dopamine Receptor: qHTS; activation, % at 2 µM; 360,000 tested, 1% active; D(1A) dopamine receptor (Homo sapiens), P21728; HEK293 T-REx D1 cells, calcium flux, agonist mode; also: 0% is about no effect
Target sequence (P21728 whole entry, looked up): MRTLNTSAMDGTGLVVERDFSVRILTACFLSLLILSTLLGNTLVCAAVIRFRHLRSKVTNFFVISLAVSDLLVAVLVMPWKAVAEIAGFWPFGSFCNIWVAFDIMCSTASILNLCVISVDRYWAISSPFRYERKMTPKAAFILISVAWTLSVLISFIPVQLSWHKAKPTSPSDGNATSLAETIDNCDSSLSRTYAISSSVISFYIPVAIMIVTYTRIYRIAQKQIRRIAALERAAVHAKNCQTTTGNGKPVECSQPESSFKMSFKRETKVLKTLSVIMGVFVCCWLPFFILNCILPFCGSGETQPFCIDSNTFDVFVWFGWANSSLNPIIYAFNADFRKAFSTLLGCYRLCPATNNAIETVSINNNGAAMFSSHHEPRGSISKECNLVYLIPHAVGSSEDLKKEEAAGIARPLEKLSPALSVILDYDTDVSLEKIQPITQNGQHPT
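Inducible HEK293 T-REx D1 cells, force-coupled to calcium signalling, were plated at 4000 cells/well with tetracycline and held overnight at 30 C. After no-wash calcium dye loading, compound-evoked calcium rise over 180 s flagged agonists.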
D1 potentiator: Potentiators of Human D1 Dopamine Receptor: qHTS | D(1A) dopamine receptor (Homo sapiens), P21728 | AID 504651, 2011 | 360,000 tested, 0.036% active | potentiation, % at 10 µM | HEK293 TREx D1 cells, calcium flux, dopamine EC20 potentiation; in the data active = potentiation above about 30%; also: 0% is about no effect
TRHR PAM: qHTS for Small Molecule Agonists and Allosteric Enhancers of Human TRH Receptor: Primary Screen for Enhancers | TRHR cells, fluo-8 calcium fluorescence, EC20 TRH enhancement | AID 493056, 2011 | Thyrotropin-releasing hormone receptor (Homo sapiens), P34981 | 360,000 tested, 0.66% active | enhancement, % at 2 µM; in the data active = enhancement above about 30%; also: 0% is about no effect
Target sequence (P34981 whole entry, looked up): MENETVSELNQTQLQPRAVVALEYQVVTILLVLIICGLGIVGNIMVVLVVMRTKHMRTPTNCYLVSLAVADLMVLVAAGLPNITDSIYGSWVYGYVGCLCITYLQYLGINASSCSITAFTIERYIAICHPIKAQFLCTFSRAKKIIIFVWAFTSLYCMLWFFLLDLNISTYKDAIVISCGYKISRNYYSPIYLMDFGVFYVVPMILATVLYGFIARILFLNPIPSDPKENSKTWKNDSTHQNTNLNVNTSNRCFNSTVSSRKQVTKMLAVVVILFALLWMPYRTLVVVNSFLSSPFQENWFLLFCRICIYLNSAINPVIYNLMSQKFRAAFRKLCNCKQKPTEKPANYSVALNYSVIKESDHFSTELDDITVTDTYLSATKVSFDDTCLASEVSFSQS
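TRHR-expressing cells loaded with fluo-8 calcium dye were read kinetically (ex 480/em 530) during compound addition, then stimulated with an EC20 of TRH (10 nM final). Enhancement of the Gq-mediated intracellular calcium response was scored.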
D2 antag: HTS Assay for Allosteric Antagonists of the Human D2 Dopamine Receptor: Primary Screen for Antagonists; HEK293 TREx D2 cells, calcium flux, dopamine EC80; inhibition, % at 10 µM; 340,000 tested, 2% active; AID 485344, 2010; in the data active = inhibition above about 30%; also: 0% is about no effect
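Overnight-induced (tetracycline, 30 C) HEK293 T-REx cells carrying force-coupled D2 receive a no-wash calcium dye, then compound, then EC80 dopamine at 180 s; signals are read kinetically throughout.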
D1 antagonist: Antagonist of Human D 1 Dopamine Receptor: qHTS. 360,000 tested, 3.2% active. HEK293 TREx D1 cells, calcium flux, dopamine EC80; active compounds read low. activity change, negative = inhibition, % at 10 µM; in the data active = activity change below about -30%; also: % is scaled to controls: 0 for no effect and ±100 for the full control effect
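Kinetic fluorescence of a calcium dye serves as the read-out. D1-expressing Hek293 Trex cells, induced overnight at 30 C, are exposed to compound for 180 s before an EC80 dopamine addition, then read 180 s further.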
TRHR agonist: qHTS for Small Molecule Agonists and Allosteric Enhancers of Human TRH Receptor: Primary Screen for Agonists. 360,000 tested, 0.18% active. Thyrotropin-releasing hormone receptor (Homo sapiens), P34981. TRHR cells, calcium flux fluo-8, FDSS agonist mode. activation, % at 2 µM. AID 493084, 2011; also: 0% is about no effect
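In this calcium-flux screen, cells bearing human TRHR are dye-loaded with fluo-8, baselined for 10 cycles, then exposed to library compounds; positive kinetic calcium responses during the agonist phase mark hits, with TRH as control.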
D2 PAM: HTS Assay for Positive Allosteric Modulators of the Human D2 Dopamine Receptor: Primary Screen for Potentiators | 340,000 tested, 0.34% active | potentiation, % at 10 µM | D(2) dopamine receptor (Homo sapiens), P14416 | HEK293 T-REx D2, calcium flux, EC20 dopamine potentiation | AID 485347, 2010;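 active = potentiation over 3 SD above the plate norm, cut at about 30% in these data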; also: 0% is about no effect
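Potentiation of an EC20 dopamine calcium response is measured in a force-coupled, tetracycline-inducible Hek293 Trex D2 line. Compound-only kinetic reads over 180 s flag agonists before dopamine addition.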
RXFP1 antagonist: qHTS Assay for Antagonists of the Relaxin Receptor RXFP1 | Relaxin receptor 1 (Homo sapiens), Q9HBX9 | HEK293-RXFP1, relaxin-stimulated cAMP HTRF, 30 min; active compounds read low | activity change, negative = inhibition, % at 57.5 µM | 350,000 tested, 0.59% active;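 active = activity change of -60% or lower, but not beyond a set lower limit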; also: % is scaled to controls: 0 for no effect and ±100 for the full control effect
* marks the source's active call; other numbers are inactive results; . = not tested or not shown. Rule as the data show it, unless noted: active = activation above about 30%; inactive = the rest.

Results follow in this order: D2 ag	D1 ag	D1 potentiator	TRHR PAM	D2 antag	D1 antagonist	TRHR agonist	D2 PAM	RXFP1 antagonist
CC(C)(C)C(=O)NC(=S)N1CCOCC1
  0.7	2	-4	4	3	-2	0.2	7	-1
O=C(c1ccccc1)N1c2nc(-c3ccco3)nn2C2(CCCCC2)[C@@H]2CCCC[C@@H]21
  0.4	1	1	-2	.	-16	-0.7	-15	-17
O=C(c1cccs1)N1CCCC(c2nc3c(nnn3Cc3c(Cl)cccc3Cl)c(=O)[nH]2)C1 (stereo not drawn)
  -0.5	2	-5	-2	7	4	0.2	-2	-3
COc1ccc(C2(CNC(=O)c3cccc([N+](=O)[O-])c3)CCOCC2)cc1
  0.3	3	2	-1	1	11	-0.2	13	5
Cc1cc2n(n1)C(c1ccc3c(c1)OCO3)Nc1ccccc1-2 (stereo not drawn)
  0.6	0	-1	6	-10	7	0.3	-2	-3
Cc1ccc(SCCNC(=O)CN(c2ccc3c(c2)OCO3)S(C)(=O)=O)cc1
  -1.0	-1	-6	3	-6	6	-0.2	4	-7
CCOc1ccc2oc(C(=O)OCC(=O)NC3CCCC3)c(C)c2c1
  0.3	1	-6	3	0	25	-0.3	-8	-9
O=C(CCc1nnc(-c2ccc3c(c2)OCO3)o1)N(Cc1ccncc1)CC1CCCO1 (stereo not drawn)
  -0.7	1	-3	2	-3	6	0.6	6	-12
COc1cc(NC(=O)CC2C(=O)OCCN2Cc2ccccc2)cc(OC)c1 (stereo not drawn)
  0.0	0	-4	-2	.	-12	0.5	-6	-3
N#Cc1c2ccc([N+](=O)[O-])cc2[n+]([O-])n1-c1ccccc1
  -0.2	7	-6	0	-29	-61*	0.4	18	.
COc1ccc2nc(NC(=O)CN3CCOCC3)sc2c1
  0.5	0	-6	1	-11	0	0.7	-2	-6
CC(=O)c1cccc(NC(=O)COC(=O)CC2CC3CCC2C3)c1 (stereo not drawn)
  -2.9	18	.	2	-8	-11	-0.1	-10	-18
C/C(=N\Nc1nc(N2CCCCC2)nc(N2CCOCC2)n1)c1cccs1
  -1.5	8	-2	-4	2	-3	-1.4	2	-20
CC1(C)CC(=O)CC(=Nc2ccc3[nH]c(=O)[nH]c3c2)C1
  0.5	1	-4	3	-9	0	-0.2	15	-6
COc1ccc(NCc2nnc(SCCN3CCCCC3)n2-c2ccc(C)cc2)cc1
  -0.5	5	8	4	27	9	0.2	-23	-2
CCOC(=O)c1c(C)[nH]c(C)c1S(=O)(=O)NCC(=O)Nc1ccc(C)cc1C
  0.1	3	-3	7	.	-11	0.0	-1	.
Cc1ccc(-c2nnn(CC(=O)N(CC3CCCO3)C(C(=O)NC(C)(C)C)c3ccc(F)cc3)n2)o1 (stereo not drawn)
  1.4	0	3	23	10	6	0.2	4	-4
Cc1ccc(OCCCN2CCCC2)c(C)c1
  -0.7	2	-4	4	-6	1	0.6	-7	-11
CC(=O)c1ccc(NC(=O)C2CCN(S(=O)(=O)c3cccc4cccnc34)CC2)cc1
  6.1	2	-2	0	-3	-9	-0.8	-3	.
COc1ccc(NC(=O)Cn2c(=O)n(Cc3ccco3)c(=O)c3ccccc32)cc1
  -1.5	2	2	0	8	-4	-0.2	4	-10

(cont.)
Compound | D2 ag | D1 ag | D1 potentiator | TRHR PAM | D2 antag | D1 antagonist | TRHR agonist | D2 PAM | RXFP1 antagonist
Cn1c(=O)[nH]c(=O)c2c1nc(N1CCOCC1)n2CCSc1nc2ccccc2[nH]1 | -0.3 | 0 | -3 | -5 | -2 | -18 | -0.1 | -4 | -15
COc1ccc2c(COC(=O)CNS(=O)(=O)c3ccc(C)c(C)c3)cc(=O)oc2c1 | -0.1 | 0 | -9 | -4 | -16 | 3 | -0.9 | -10 | 4
COc1cc2nc(NCC(C)c3ccccc3)n3nc(-c4ccccc4)nc3c2cc1OC (stereo not drawn) | -0.6 | 2 | -3 | 16 | . | -5 | 0.0 | 3 | .
CCN(CC)CCCNC(=S)N(CCCO)Cc1cc2cc3c(cc2[nH]c1=O)OCO3 | -0.9 | 1 | 8 | -1 | 2 | 0 | 0.4 | -6 | 10
Cc1ccc(C2(C)NC(=O)N(CC(=O)NCc3cccs3)C2=O)cc1 (stereo not drawn) | -0.5 | 1 | -7 | 3 | -1 | -21 | -0.2 | 15 | 9
Cc1sc2nc(CSCC(=O)N(CCC#N)c3ccccc3)[nH]c(=O)c2c1C | . | 0 | 3 | 6 | . | -5 | 0.0 | 1 | -1
CCOc1ccc(CCNC(=O)Cn2ccc3cc(S(=O)(=O)N4CCCC4)ccc32)cc1 | 0.5 | 4 | -4 | -1 | 0 | -1 | -0.6 | 9 | 3
O=C(N/N=C/c1cccc(Oc2ccccc2)c1)c1ccccc1Br | 0.6 | 3 | -2 | -4 | 6 | 10 | 0.5 | 9 | -5
CCOC(=O)C1(CCCc2ccccc2)CCN(C(=O)c2cncs2)CC1 | 0.9 | 1 | -3 | -4 | 1 | -7 | 0.0 | 6 | 9
CC(=O)c1c(O)cc(C(C)C)n(-c2ccccc2)c1=O | . | 1 | -3 | 4 | . | 0 | 0.7 | . | .
O=C(NC(=S)N1CCN(c2ccccc2)CC1)c1c(F)cccc1F | -1.3 | 10 | -7 | 1 | 20 | -21 | 0.3 | 1 | -4
CC1CN(C(=O)CCC(=O)NCCCN2C(C)CCCC2C)c2ccccc2O1 (stereo not drawn) | 0.7 | 3 | 3 | 2 | -4 | -10 | 0.4 | -1 | 10
COc1cc(NC(=O)Nc2cc(C)on2)cc(OC)c1OC | -0.1 | -4 | -8 | -4 | 6 | 2 | 0.1 | 8 | -11
NS(=O)(=O)c1ccc(N/C=C\C(=O)c2ccc3ccccc3c2)cc1 | . | 3 | -9 | -4 | . | -22 | 0.0 | . | -22
O=C(O)COCC(=O)Nc1ccc(-n2nc(C(F)(F)F)cc2-c2cccs2)cc1 | . | -1 | -1 | 5 | . | -11 | -0.1 | 24 | -39
CC12CCC(C(=O)N3CCOCC3)([C@H](Br)C1=O)C2(C)C (stereo partly drawn) | 0.2 | 1 | -4 | -7 | 10 | -7 | 0.7 | 8 | 5
O=C(CCSc1nc(-c2ccco2)cc(C(F)(F)F)n1)NCCc1ccccc1 | 0.1 | 9 | -8 | -6 | -16 | -6 | -0.8 | . | -2
Cc1cc(C)cc(NS(=O)(=O)c2cnc(Cl)c(Cl)c2)c1 | 0.7 | 2 | -9 | 3 | -11 | -2 | -0.9 | 1 | -40
CCCCC1=CC2=CC(=O)C(C)(OC(=O)CC)C(=O)C2=CN1CCc1ccc(Br)cc1 (stereo not drawn) | . | -2 | -2 | 1 | . | 18 | -0.5 | . | .
COc1ccccc1/C=N/NC(=O)c1ccc(N(C)S(=O)(=O)c2ccccc2)cc1 | -0.4 | 4 | 2 | 9 | -14 | 3 | -0.6 | 2 | -1
NS(=O)(=O)c1ccc(CCNC(=O)c2ccc([N+](=O)[O-])cc2[N+](=O)[O-])cc1 | . | 0 | 2 | 10 | . | -14 | 0.5 | . | 2
CCCNC(=O)c1ccc2nc(-c3ccccc3)c(-c3ccccc3)nc2c1 | . | 3 | 0 | 5 | . | -14 | -0.2 | . | -1
CC(=O)Nc1ccc(N(C)S(C)(=O)=O)cc1 | 0.2 | 1 | -3 | -7 | -4 | -2 | 0.6 | -6 | -1
CCC(=O)N1CCN(c2ccc(NC(=S)NC(=O)c3cc4ccccc4o3)cc2)CC1 | -0.6 | 11 | -9 | -8 | 11 | -18 | 0.5 | 22 | 1
Cc1c(Nc2c3c(c(C#N)c4nc5ccccc5n24)CCC3)c(=O)n(-c2ccccc2)n1C | -0.9 | 2 | 4 | 1 | 4 | 31 | -0.2 | 9 | .
COc1ccnc2c1c(=O)n(Cc1ccc(Cl)cc1Cl)c(=O)n2C | -0.7 | 2 | -3 | -1 | 5 | 5 | -0.2 | 2 | -19
CC1=NN2C(=N)/C(=C\c3cc(C)n(-c4ccccc4)c3C)C(=O)N=C2S1 | -1.5 | 4 | -8 | -7 | 6 | -1 | -0.8 | -1 | -4
Cc1ccc(NC(=S)N(Cc2ccc(Cl)cc2)Cc2ccc(C(=O)O)cc2)cc1Cl | 0.3 | 1 | -8 | 4 | -15 | -9 | 0.0 | 1 | -15
CN1CCN(C(=O)c2cnn(-c3ccccc3)c2NC(=O)c2cccs2)CC1 | -0.9 | 1 | -5 | -2 | -2 | 7 | 0.2 | 7 | 9
CC(OC(=O)Cc1n[nH]c(=O)c2ccccc12)C(=O)Nc1ccc(F)cc1Cl (stereo not drawn) | . | 1 | -2 | 4 | . | 2 | -0.5 | 13 | 2

From PubChem

Hits appear at their usual frequency; overall some 7.1% were active at least once.
